RmlCD inh 1536: M. tuberculosis RmlC/RmlD coupled enzyme inhibitors, primary screen, biochemical, compound mixtures, 384-well, from 1536-well plates; inhibition, % at 3.6 µM; AID 1533, 2009; dTDP-4-dehydrorhamnose reductase (Mycobacterium tuberculosis (strain ATCC 25618 / H37Rv)) …; RmlC+RmlD coupled enzyme assay, percent inhibition; primary screen in compound mixtures; 0.03% of 160,000 active; in the data active means inhibition mostly above about 34%, no sharp cut-off; inconclusive means no clear call, values can overlap the other calls; inactive means mostly below about 22%; further: some results filed as inactive read as strong as hits
Target sequence (P9WH09 whole entry, looked up): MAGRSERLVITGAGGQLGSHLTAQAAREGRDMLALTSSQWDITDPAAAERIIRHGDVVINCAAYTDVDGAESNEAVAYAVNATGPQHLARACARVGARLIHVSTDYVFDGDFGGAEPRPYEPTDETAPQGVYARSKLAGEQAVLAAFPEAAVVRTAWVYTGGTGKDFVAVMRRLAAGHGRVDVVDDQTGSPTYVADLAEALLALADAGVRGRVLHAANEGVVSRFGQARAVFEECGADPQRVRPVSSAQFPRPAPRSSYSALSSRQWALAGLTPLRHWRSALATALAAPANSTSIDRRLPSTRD
Target sequence (P9WH11 whole entry, looked up): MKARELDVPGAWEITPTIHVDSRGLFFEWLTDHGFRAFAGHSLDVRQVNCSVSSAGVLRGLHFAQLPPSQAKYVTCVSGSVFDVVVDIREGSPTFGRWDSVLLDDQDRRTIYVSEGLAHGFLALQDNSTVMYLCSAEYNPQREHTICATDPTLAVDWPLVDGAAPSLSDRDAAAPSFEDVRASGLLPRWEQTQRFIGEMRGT
GlmU inhibition: inhibition of mycobacterial GlmU enzyme – biochemical, glucosamine-1-phosphate acetyltransferase (AID 1376); 0.25% of 220,000 active; Bifunctional protein GlmU (Mycobacterium tuberculosis (strain ATCC 25618 / H37Rv)); M. tuberculosis GlmU acetyltransferase enzyme assay; higher % means a stronger effect; inhibition, %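 (tested at 30 µM in the primary screen)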; hits with a dose series show IC50 in µM; in the data active means inhibition above about 13%; inconclusive means no clear call, values can overlap the other calls;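 further: 0% = complete reaction with vehicle and 100% = reaction without substrate; strong numbers were not always called active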
Starred values were filed as active, the others as inactive; ? = inconclusive; / = no result given. Some of the compounds tested. The share of hits here may be higher or lower than overall.

Structure,RmlCD inh 1536,GlmU inhibition
CN(Cc1ccccc1)c1ccc(C(CC(N)=O)NC(=O)Cc2ccc(Br)cc2)cc1[N+](=O)[O-] (configuration not stated),/,2.7%
O=C(N/N=C/c1ccncc1)c1nc(-c2ccccc2)n2c1CCCCC2,-8,2.7%
CCOC(=O)N1CCN(C(=O)Cn2ncc3ccccc32)CC1,-3,5.1%
COc1ccc2nc(SCC(=O)Nc3ccc4sc(C)nc4c3)c(C#N)cc2c1,11,-7.0%
CCCCn1c(=O)[nH]c(=O)c2c1nc(-c1ccc(-c3ccccc3Br)o1)n2CCOC,5,2.2%
CN1CCN(/N=C/c2ccc(-c3ccc([N+](=O)[O-])cc3)o2)CC1,4,4.1%
CSc1ncccc1C(=O)OCc1ccccc1Cl,6,1.6%
O=[N+]([O-])c1cccc(-c2nc(NCc3ccccc3)c3ccccc3n2)c1,-3,3.6%
COc1ccc(NC(=S)Nc2ccc(OC)cc2OC)c(OC)c1,/,-1.9%
CCN=C1NN=C(c2ccc(C)cc2)CS1,4,2.5%
CCCN1C2=NS(=O)(=O)CCN2c2ccccc21,-5,0.4%
N#CCn1cc(/C=N/NC(=O)c2cc3c(ccc4ccccc43)o2)c2ccccc21,/,-6.4%
Cc1cc(C)cc(N(CC(=O)Nc2ccccc2)C2=NC3CS(=O)(=O)CC3S2)c1 (configuration not stated),-7,3.2%
CCC1(Cc2ccccc2)NC(=O)c2ccccc2O1 (configuration not stated),-18,-0.7%
O=C1CC(c2cccnc2)c2cc3c(cc2N1)OCO3 (configuration not stated),/,-3.7%
Cc1ccccc1NC(=O)c1cnc2ccccn2c1=O,-7,2.3%
NNC(=O)CCc1nc2ccccc2[nH]1,-4,-3.4%
COc1cccc(-c2nn(-c3ccccc3)cc2CN(C)C(C)c2ccon2)c1 (configuration not stated),?,-5.0%
O=C(CCN1CCOCC1)Nc1ccc2c(c1)CCC2,/,-3.3%
CCOCC(=O)Nc1cccc(C(=O)OCC)c1,-8,-3.0%
Cc1ccc(NC(=O)CN(C)S(=O)(=O)c2cccc3nsnc23)cc1,?,-1.0%
O=C(NCCc1ccccn1)C1CCN(S(=O)(=O)c2ccc3ccccc3c2)CC1,-9,4.3%
Cc1ccc(NCCC(=O)c2ccccc2)cc1Cl,1,0.9%
O=C(Cc1ccccc1)N1CCC(c2nc(-c3ccc(F)cc3)no2)CC1,-9,0.1%
CCOc1c(Br)cc(CNc2ccc(N3CCOCC3)cc2)cc1OC,/,-2.4%
Cc1cc(C(=O)Cn2nc(C(=O)O)c3ccccc3c2=O)c(C)n1-c1cccc(C(F)(F)F)c1,13,-2.9%
O=[N+]([O-])c1cc(C(F)(F)F)cc([N+](=O)[O-])c1N1CCCNCC1,-11,1.5%
O=C(Nc1nnc(-c2ccc(Cl)cc2)o1)c1cccc(N2C(=O)CCC2=O)c1,1,1.3%
CCN(C(=S)NCc1ccccc1)c1ccccc1,/,2.5%
Cc1ccc(S(=O)(=O)NCC(=O)N(c2ccccc2)C(C(=O)NCc2ccccc2)c2ccco2)cc1 (configuration not stated),-10,5.7%
CSc1nc2sc(-c3ccccc3)cc2c(=O)n1N,-7,/
Cn1c(CCNC(=O)OC(C)(C)C)n[nH]c1=S,7,-5.5%
COCCn1c(SCC(=O)Nc2nnc(C)s2)nnc1-c1ccco1,12,-3.4%
CCOc1cc(-c2noc(-c3cccnc3)n2)ccc1OC,5,5.4%
O=C(Nc1cc(C(F)(F)F)ccc1N1CCOCC1)c1ccc[n+]([O-])c1,/,5.1%
CCCS(=O)(=O)N1CCCC(C(=O)NCCN2CCC(Cc3ccccc3)CC2)C1 (configuration not stated),/,1.2%
CCCCOc1ccc(S(=O)(=O)Nc2ccc(NC(C)=O)cc2)cc1,12,-0.3%
COC(=O)c1ccc(C(=O)OC)c(NC(=O)CN(C)Cc2cccc(Cl)c2Cl)c1,-5,3.1%
CNC(=S)Nc1cc(C)ccc1OC(F)F,/,-3.0%
Cc1ccccc1OCC(=O)OCC(=O)Nc1ccc(S(N)(=O)=O)cc1,-6,0.8%

Part of the list above, set out differently:
CSc1nc2sc(-c3ccccc3)cc2c(=O)n1N
  RmlCD inh 1536: -7 | GlmU inhibition: /

Cn1c(CCNC(=O)OC(C)(C)C)n[nH]c1=S
  RmlCD inh 1536: 7 | GlmU inhibition: -5.5%

COCCn1c(SCC(=O)Nc2nnc(C)s2)nnc1-c1ccco1
  RmlCD inh 1536: 12 | GlmU inhibition: -3.4%

Other compounds follow:
Structure,RmlCD inh 1536,GlmU inhibition
CCN(CC)CC(O)CN1C(=O)NC(C)(C)C1=O (configuration not stated),0,-2.1%
O=C(CCCSc1nc2ccccc2c(=O)[nH]1)c1ccc(F)cc1,4,7.0%
O=C(N/N=C/c1ccc2c(c1)OCO2)c1cc(-c2ccncc2)nc2ccccc12,-8,5.1%
O=C(O)c1oc2ccccc2c1CSc1ccccn1,/,-1.7%
CCN1CCCC1CNC(=O)C(=O)Nc1ccccc1OC (configuration not stated),/,-1.5%
CSc1nc(N2CCOCC2)c2ccccc2n1,-3,3.5%
COc1ccc(S(=O)(=O)N2CCOCC2)cc1C(=O)Nc1cc(C)on1,10,6.2%
COc1ccc(CNC(=O)COC(=O)C2CCN(S(=O)(=O)c3ccccc3C(F)(F)F)CC2)cc1,23,2.9%
CCc1nnc(NC(=O)CSc2nnnn2-c2cccc(C(=O)OC)c2)s1,9,19%
COc1ccc(S(=O)(=O)N2CCOCC2)cc1NC(=O)CSc1ncnc2ccccc12,12,3.2%
CCOc1ccc(NC(=O)CN(C)c2nnnn2-c2ccccc2)cc1OCC,-4,1.6%
COc1ccccc1N1CCN(Cc2ccc(F)cc2)CC1,-2,-7.5%
Cc1cc(=O)[nH]c(Sc2c(-c3ccccc3)c3ccccc3[nH]c2=O)n1,-6,4.6%
CCN(Cc1ccccc1)C(=O)COC(=O)CNC(=O)c1ccc(C)s1,-8,2.0%
COc1ccc(NC(=S)N2CCc3ccccc3C2)cc1,/,3.9%
O=C(NCc1cccnc1)C(=O)N/N=C/c1ccc([N+](=O)[O-])cc1,-5,0.1%
Cc1cc(/C=C2/C(=N)N3C(=NC2=O)SN=C3S(C)(=O)=O)c(C)n1-c1ccc(F)cc1,-10,3.2%
C(=N\N=C\c1cccnc1)/c1cccnc1,-19,2.4%
Cc1ccc(NC(=O)c2nc[nH]c2C(=O)N[C@@H](C)C(=O)OC(C)(C)C)cc1,-18,4.3%
CCc1ccc(/C=N/NC(=O)c2cc(C)on2)s1,-7,-6.3%
CCC1CCCCN1C(=O)CN1C(=O)CSC1=O (configuration not stated),/,-0.9%
O=C(O)C(c1ccccc1)c1ccccc1,/,4.3%
CCC1=NN2C(=N)/C(=C/c3c(C)nn(-c4ccccc4)c3Cl)C(=O)N=C2S1,/,7.8%
Cc1cccc(C)c1NC(=O)C(Cl)=C(Cl)Cl,10,-4.2%
CCOc1ccc(/C=N/OCC(=O)NCc2ccc3c(c2)OCO3)cc1OC,5,-4.0%
CCc1nnc2n1N=C(c1ccc(OC)cc1)CS2,/,2.8%
Cc1ccc(-n2c(O)c(C=Nc3cc(C)on3)c3ccccc3c2=O)c(C)c1,/,-2.5%
CCn1c(SCC(N)=O)nnc1-c1cc2c(C)nn(-c3ccccc3)c2s1,/,5.8%
CCCC(=O)n1nc(-c2ccc(OC)cc2)nc1N,/,4.9%
O=C(NNC(=S)NC1CCCCC1)c1ccc(Cl)s1,3,-0.2%
O=C1C2C(C(=O)N1/N=C/c1cc([N+](=O)[O-])c(O)cc1O)C1C=CC2C12CC2 (configuration not stated),-14,10%
Cc1n[nH]c(=S)n(NC(=O)CC(=O)Nn2c(=S)[nH]nc(C)c2=O)c1=O,-13,5.9%
O=C(OCCCN=C1NS(=O)(=O)c2ccccc21)c1ccc([N+](=O)[O-])cc1,-7,-1.2%
C=CCn1c(O)c(C=Nc2ccc(Cc3ccncc3)cc2)c(=O)[nH]c1=S,-5,2.6%
O=C(c1cccs1)N1CCc2c([nH]c3ccccc23)C1c1ccccn1 (configuration not stated),/,-6.0%
NC(=O)C1CCN(c2ncc(C(F)(F)F)cc2Cl)CC1,9,-2.9%
CCCC(=O)OCC(=O)Nc1cc(Cl)ccc1[N+](=O)[O-],9,3.9%
O=C(CSc1nnc2n1CCCCC2)Nc1ccc(N2CCOCC2)cc1,-5,6.4%
CCCCCSc1cc(OC)c(CCN(C)C)cc1OC,-4,-3.4%
Cc1cccc(NC(=O)c2ccc(COc3ccc(Cl)cc3Cl)o2)n1,13,-1.2%
Cc1cccc(N2CCN(C(=O)c3cc(S(=O)(=O)N(C)C)ccc3N3CCCC3)CC2)c1C,1,1.2%
COc1cccc(C2CC(C(F)(F)F)n3nc(C(=O)Nc4c(C)n(C)n(-c5ccccc5)c4=O)cc3N2)c1 (configuration not stated),19,2.5%
COC(=O)c1sc(C(C)(C)C)cc1CS(=O)(=O)c1ccccn1,/,-0.9%
c1cc2c(cc1Oc1nc(N3CCOCC3)nc(N3CCOCC3)n1)OCO2,4,-4.6%
O=C(Nc1ccccc1)c1ccc(-c2ccccc2C(F)(F)F)o1,/,2.2%
CC(=NC1CCCCC1)C1=C(O)c2ccccc2C1=O,/,7.1%
Cc1onc(-c2ccccc2)c1C(=O)Nc1c(C)n(C)n(-c2ccccc2)c1=O,13,2.4%
Cn1c(=O)c2c(ncn2CC(=O)Nc2nc(-c3ccccc3Cl)cs2)n(C)c1=O,/,0.6%
COc1cccc(C(=O)C2=NN(C(C)=O)CC2c2ccco2)c1 (configuration not stated),9,-4.2%
O=C(CN1C(=O)c2ccccc2C1=O)NCCc1c[nH]c2ccc(Cl)cc12,3,1.0%
CCN(CC)S(=O)(=O)c1ccc(N2CCCC2)c(NC(=O)c2ccc(OC)cc2OC)c1,-10,3.5%
CN(C)S(=O)(=O)Nc1cc(Cl)cc(Cl)c1,-5,-2.2%
O=C1/C(=C\c2ccco2)SC(=S)N1c1ccccc1,-8,8.0%
O=C(C1=NN[C@@H]2C(=O)N(Cc3ccccc3)C(=O)[C@H]12)c1ccc([N+](=O)[O-])cc1,8,1.6%
O=C(CSc1nc(O)cc(=O)n1-c1ccccc1)NCc1ccccc1,/,3.5%
CCOc1ccc(-n2c(SCc3ccc([N+](=O)[O-])cc3)nnc2-c2ccc(OC)cc2)cc1,-6,1.0%
O=C(Oc1cccnc1)c1cc2ccccc2oc1=O,-3,-0.2%
Nc1cc2nsnc2cc1Br,-4,1.5%
CN(C(=O)COC(=O)c1c2c(nc3ccccc13)/C(=C/c1cccc([N+](=O)[O-])c1)CCC2)C1CCS(=O)(=O)C1 (configuration not stated),12,-3.9%
O=S(=O)(NCC1CCCO1)c1cnc(Cl)c(Br)c1 (configuration not stated),/,-1.2%

(more compounds)
Structure,RmlCD inh 1536,GlmU inhibition
CCN(CC)C(=O)C(=O)Nc1ccc(OC)c(Cl)c1,-4,3.5%
CCN1C(=O)/C(=C/c2cccs2)SC1=Nc1ccc(OC)cc1,22,-4.4%
Cc1c(Cl)cccc1NC(=O)CCC(=O)NNC(=O)c1ccccc1,-3,6.3%
O=C1C2C3CC(C2C(=O)N1c1cccc(Cl)c1)[C@H](O)C3O (some centres not stated),/,-0.6%
O=C(Nc1ccccc1)c1c(O)c2c(n(Cc3ccco3)c1=O)CCCC2,-13,2.1%
CCc1nc(SCC(=O)Nc2cccc(C(F)(F)F)c2)c2c(=O)n(C)c(=O)n(C)c2n1,/,-3.0%
CCS(=O)(=O)N1CCN(C(=O)c2ccccc2[N+](=O)[O-])CC1,-5,-4.0%
CCOc1ccc2nc(NC(=O)/C=C/c3ccc4c(c3)OCO4)sc2c1,4,2.2%
COc1ccc(C2CC(c3ccc(Cl)c(Cl)c3)Nc3nc(N)nn32)cc1 (configuration not stated),5,2.4%
COc1ccc(-c2csc(Nc3ccc(C)cn3)n2)cc1,/,2.0%
CCCc1nc2ccccc2c(C(=O)OCC(=O)Nc2cccc(S(=O)(=O)N3CCOCC3)c2)c1CC,-15,-0.5%
C=CCc1c(O)c(CC)cc2c(C)cc(=O)oc12,7,-4.9%
Cc1cccn2c(=O)c(/C=C(\C#N)C(=O)NCc3ccco3)c(N3CCCCC3)nc12,7,-2.3%
COCCOc1cc(COC)nc(-c2cccc(C)c2)n1,/,-6.0%
O=c1c2c(nc3cc(-c4ccc(Cl)cc4)[nH]n13)CCS2,4,8.2%
CCc1sc(C(=O)Nc2ccccc2N2CCOCC2)cc1C,-9,3.0%
Cc1cccc(C(=O)NC(CC(=O)O)c2ccc(OC3CCCC3)cc2)c1[N+](=O)[O-] (configuration not stated),3,-1.5%

Screening data from PubChem.
